JMJD2A Tudor inh = qHTS Assay for Inhibitors of JMJD2A-Tudor Domain | Lysine-specific demethylase 4A (Homo sapiens), O75164 | AlphaScreen JMJD2A-Tudor / H3K4me3 peptide binding | Potency, µM (highest dose often 114 µM), without a hit: at the top dose activity change, negative = inhibition, hits mostly inhibitors | 390,000 compounds, 4.4% hits | AID 504339, 2011; also: % is scaled to controls: 0 for no effect and ±100 for the full control effect; nearly all actives have a fitted effect of over 50% in size
G9a block = qHTS Assay for Inhibitors of Histone Lysine Methyltransferase G9a; Histone-lysine N-methyltransferase EHMT2 (Homo sapiens), Q96KQ7; G9a H3K9 monomethylation, AlphaScreen, 2 h; Potency, µM (top dose mostly 102 µM), inactives show top-dose activity, negative = inhibition, usual class: inhibitors; 350,000 compounds, 8.8% hits; AID 504332, 2011; also: % is scaled to controls: 0 for no effect and ±100 for the full control effect; nearly all actives have a fitted effect of over 75% in size
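Compounds were preincubated with 20 nM G9a for 15 min, after which biotinylated H3K9 peptide (500 nM) and SAM (20 uM) started a 2 h room-temperature reaction. Monomethylated product was quantified by antibody-based AlphaScreen chemiluminescence.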
BLM helicase inh = qHTS Assay for Inhibitors of Bloom's syndrome helicase (BLM) | RecQ-like DNA helicase BLM (Homo sapiens), P54132 | 350,000 compounds, 0.2% hits | Potency, µM (doses to about 56.1 µM), without a hit: at the highest dose activity change, negative = inhibition, actives largely listed as inhibitors | AID 2528, 2010 | recombinant BLM DNA unwinding, fluorescence dequenching;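 also: plate controls were vehicle for no effect and no enzyme for full effect; nearly all actives have a fitted effect of over 35% in size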
BAZ2B block = qHTS Assay for Inhibitors of BAZ2B. Bromodomain adjacent to zinc finger domain protein 2B (Homo sapiens), Q9UIF8. AlphaScreen BAZ2B-H3K14Ac peptide displacement. Potency, µM (series often up to 114 µM), inactives show at the top dose activity change, negative = inhibition, most hits filed as inhibitors. 360,000 compounds, 4.4% hits. AID 504333, 2011; also: % is scaled to controls: 0 for no effect and ±100 for the full control effect; nearly all actives have a fitted effect of over 60% in size
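BAZ2B 50 nM plus b-H3(5-23)K14Ac 50 nM, PBS pH 7.4/0.01% Tween-20, 30 min RT; compound added (max 110 uM), 30 min RT; streptavidin donor/Ni-chelate acceptor beads 10 ug/mL final, 20 min dark; AlphaScreen read.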
APE1 inh = qHTS Assay for Inhibitors of the Human Apurinic/apyrimidinic Endonuclease 1 (APE1); DNA repair nuclease/redox regulator APEX1 (Homo sapiens), P27695; recombinant APE1, TAMRA/BHQ-2 abasic DNA cleavage fluorescence; Potency, µM (titrated, usually from 65.8 µM), for inactives: top-dose activity change, negative = inhibition, actives largely listed as inhibitors; 350,000 compounds, 0.35% hits; AID 2517, 2012;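 also: plate controls were vehicle for no effect and reference inhibitor for full effect; nearly all actives have a fitted effect of over 55% in size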
Target sequence (P27695 whole entry, looked up): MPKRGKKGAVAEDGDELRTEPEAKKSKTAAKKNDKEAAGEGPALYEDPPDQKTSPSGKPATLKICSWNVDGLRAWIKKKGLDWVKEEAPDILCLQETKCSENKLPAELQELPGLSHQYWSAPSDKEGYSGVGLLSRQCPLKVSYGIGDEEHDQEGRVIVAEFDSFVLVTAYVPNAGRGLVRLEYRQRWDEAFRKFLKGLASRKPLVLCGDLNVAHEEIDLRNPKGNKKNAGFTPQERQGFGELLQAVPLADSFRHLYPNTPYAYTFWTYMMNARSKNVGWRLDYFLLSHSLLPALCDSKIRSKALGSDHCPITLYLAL
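Readout is kinetic fluorescence (ex 525, em 598 nm) from cleavage of 50 nM TAMRA/BHQ-2 THF abasic duplex by 0.75 nM APE1, compound added 15 min beforehand at RT.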
Pol kappa inh = qHTS for Inhibitors of Polymerase Kappa. DNA polymerase kappa (Homo sapiens), Q9UBT6. purified Pol kappa, fluorescent DNA synthesis assay, 10 min. Potency, µM (highest dose often 107 µM), without a hit: top-dose activity, negative = inhibition, usual class: inhibitors. 400,000 compounds, 0.53% hits. AID 588579, 2011; also: % is scaled to controls: 0 for no effect and ±100 for the full control effect
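10 nM Pol kappa was preincubated with compounds for 15 min at room temperature. Reaction started with 50 nM (final) substrate. Fluorescence read kinetically at 0 and 10 min.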
Pol eta inh = qHTS for Inhibitors of Polymerase Eta | DNA polymerase eta (Homo sapiens), Q9Y253 | recombinant Pol eta, fluorescent DNA replication assay | Potency, µM (highest dose often 114 µM), without a hit: at the top dose activity change, negative = inhibition, usual class: inhibitors | 390,000 compounds, 1.2% hits | AID 588591, 2011; also: % is scaled to controls: 0 for no effect and ±100 for the full control effect
Target sequence (Q9Y253 whole entry, looked up): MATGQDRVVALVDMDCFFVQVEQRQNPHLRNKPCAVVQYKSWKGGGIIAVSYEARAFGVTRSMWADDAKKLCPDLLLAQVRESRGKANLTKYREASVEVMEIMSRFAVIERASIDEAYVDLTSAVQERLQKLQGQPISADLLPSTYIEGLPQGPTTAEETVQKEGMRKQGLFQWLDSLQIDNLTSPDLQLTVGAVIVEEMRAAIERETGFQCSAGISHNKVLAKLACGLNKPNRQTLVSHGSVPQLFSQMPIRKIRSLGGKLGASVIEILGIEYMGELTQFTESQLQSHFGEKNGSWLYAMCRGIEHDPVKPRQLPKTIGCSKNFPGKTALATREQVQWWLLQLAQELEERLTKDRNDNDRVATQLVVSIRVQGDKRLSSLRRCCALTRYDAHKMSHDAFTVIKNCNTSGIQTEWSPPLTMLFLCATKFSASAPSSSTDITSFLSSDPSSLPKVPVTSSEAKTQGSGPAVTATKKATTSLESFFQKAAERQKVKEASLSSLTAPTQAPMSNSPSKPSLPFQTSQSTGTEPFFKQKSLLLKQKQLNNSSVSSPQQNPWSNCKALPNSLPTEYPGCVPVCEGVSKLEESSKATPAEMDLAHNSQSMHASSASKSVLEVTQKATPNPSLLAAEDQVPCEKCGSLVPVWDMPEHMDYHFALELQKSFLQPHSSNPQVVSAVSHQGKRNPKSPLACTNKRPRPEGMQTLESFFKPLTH
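Pol eta (10 nM) was preincubated with compounds for 15 min at room temperature, after which fluorescent replication substrate (50 nM final) was added to start the reaction. Fluorescence was read kinetically at 0 and 10 min.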
POLI inh = qHTS for Inhibitors of Polymerase Iota; 390,000 compounds, 1% hits; AID 588590, 2011; Pol iota fluorescent replication assay, 10 min; DNA polymerase iota (Homo sapiens), Q9UNA4; Potency, µM (doses to about 115 µM), for the others: at the top dose activity, negative = inhibition, most hits filed as inhibitors
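Pol iota at 10 nM preincubated 15 min with compounds at room temperature; reaction started with fluorescent substrate, 50 nM final. Fluorescence read kinetically at 0 and 10 min; buffer-only wells as negative control.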
Pol beta inh = qHTS Assay for Inhibitors of DNA Polymerase Beta; P06746; Pol beta primer extension/strand displacement, fluorescence kinetic; Potency, µM (series often up to 114 µM), for inactives: at the top dose activity change, negative = inhibition, usual class: inhibitors; 340,000 compounds, 1.3% hits; AID 485314, 2010; also: % is scaled to controls: 0 for no effect and ±100 for the full control effect
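Values derive from four-parameter Hill fits of normalized kinetic data: reads at 0 and 10 min following addition of 50 nM substrate to 10 nM Pol beta preincubated 15 min with compound.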
Starred values were filed as active, the others as inactive; ? = inconclusive; nt = not tested or not shown; & = joins results of further samples; [ ] = another dose, or the depositor's remark. Calls follow the shape of the dose curve; as a rule, active = well fitted curve in the direction sought with a large enough effect; inconclusive = small, poorly fitted or top-dose-only effect, or another doubt; inactive = no such curve, though single readings can be large; an effect the other way counts as inactive or inconclusive. Potency is read from the fitted curve at half-maximal effect.

SMILES	JMJD2A Tudor inh	G9a block	BLM helicase inh	BAZ2B block	APE1 inh	Pol kappa inh	Pol eta inh	POLI inh	Pol beta inh
COc1ccc(Nc2nc3ccccc3s2)cc1	-14%	nt	-5%	-21%	4%	-5%	-19%	-10%	?
O=C1c2ccccc2C(=O)N1C1CCCCC1	-1%&16%	8%	0%	-6%	7%	-2%	-8%	83%[activator]	-24%
O=c1c2ccccc2oc2cc(-c3ccc4[nH]ccc4c3)ccc12	-3%	nt	nt	nt	nt	6%	-8%	8%	nt
O=C(c1ccc2ccccc2c1)N1CCN(c2ccccc2)CC1	-28%	-31%[59 µM]	0%	?	5%	-9%	-24%	48%[activator]	39%
Cc1ccc(OCc2cc(C(=O)NCC(C)(C)N3CCOCC3)no2)cc1C	-18%	nt	-8%	-38%	-3%	1%	-12%	12%	15%
CC(C)CN(C(=O)COC(=O)c1cc2ccccc2oc1=O)C1CCS(=O)(=O)C1 (stereo not given)	nt	-12%	1%	-1%	-4%	nt	nt	nt	-1%
COc1ccc(/C=C/C(=O)NCC(=O)N/N=C/c2cccnc2)cc1	-3%[57.1 µM]	67%[activator][59 µM]	0%	-2%	-3%	-1%	-3%	25%	86%
O=C(O)c1cc(S(=O)(=O)N2CCCC2)ccc1Br	2%	-4%[59 µM]	-1%	-32%	-5%	0%	-7%	10%	8%
Cc1ccc2nc(SCC(=O)Nc3cccc(F)c3)nc(=O)n2c1	-4%	0%[0.501 µM]	nt	0%	19%	-15%	-14%	9%	nt
CC(C)CC(C(=O)O)N(Cc1ccccc1)Cc1ccccc1 (stereo not given)	-11%	-38%[59 µM]	-5%	3%	9%	-13%	?	11%	-5%
Cn1c(SCCN2CCCC2)nnc1C1CCN(S(=O)(=O)c2ccc(F)cc2)CC1	7%	3%	1%	-1%	8%	-4%	-17%	128%[activator]	22%
C/C(N)=C(/C#N)C(=O)COC(=O)Cc1coc2cc(C)ccc12	-21%	?	-7%	-17%	-12%	?	-13%	?	?
COc1ccc(C(OC(=O)c2cccs2)C(=O)NCC2CCCO2)cc1 (stereo not given)	-7%	19%[59 µM]	1%	-1%	-1%	-6%	-2%	8%	-30%
COc1ccc(-c2cc(C(F)(F)F)c3c(=O)n(-c4ccccc4)[nH]c3n2)cc1	56µM*	13µM*	-1%	?	?	-1%	?	?	4%
CC(=O)c1ccc(OCc2cc(C(=O)N3CCC(Oc4ccccc4C)CC3)no2)cc1	-6%	nt	-8%	5%	3%	-10%	-20%	5%	-4%
O=C(CN(C(=O)CNS(=O)(=O)c1ccccc1)C1CCCC1)NCc1ccco1	-1%[11.4 µM]	?	1%	-6%	6%	-5%	-20%	15%	31%
CC(C1CCN(Cc2nc(C3CC3)no2)CC1)N1CCOCC1 (stereo not given)	-5%	4%	-3%	-17%	0%	-7%	0%	21%	?
Cc1ccc(C(=O)Nc2cccc(C(=O)NC3CCCCC3)c2)cc1	-8%	nt	nt	nt	nt	-3%	-4%	45%[activator]	nt
COc1ccc(N2C(=O)c3cccc4cccc(c34)C2=O)nn1	-11%	-4%[12.7 µM]	4%	4%	-1%	-30%	-7%	29%	-28%
O=C(CNC(=O)c1cccs1)NCCN1CCN(c2ccccc2F)CC1	-5%	?	2%	-3%	0%	-4%	-5%	21%	-27%

Quoted at random: three records from the list
SMILES	JMJD2A Tudor inh	G9a block	BLM helicase inh	BAZ2B block	APE1 inh	Pol kappa inh	Pol eta inh	POLI inh	Pol beta inh
COc1ccc(-c2cc(C(F)(F)F)c3c(=O)n(-c4ccccc4)[nH]c3n2)cc1	56µM*	13µM*	-1%	?	?	-1%	?	?	4%
Cc1ccc(OCc2cc(C(=O)NCC(C)(C)N3CCOCC3)no2)cc1C	-18%	nt	-8%	-38%	-3%	1%	-12%	12%	15%
Cc1ccc(C(=O)Nc2cccc(C(=O)NC3CCCCC3)c2)cc1	-8%	nt	nt	nt	nt	-3%	-4%	45%[activator]	nt

Continued.
SMILES	JMJD2A Tudor inh	G9a block	BLM helicase inh	BAZ2B block	APE1 inh	Pol kappa inh	Pol eta inh	POLI inh	Pol beta inh
O=C1CC(c2ccc(O)c(O)c2)Oc2c1ccc(O)c2O (stereo not given)	8.9µM*	-190%[59 µM]	4µM*	10µM*	0.13µM*	1.8µM*	0.79µM*	1.6µM*	0.4µM*
O=C(O)/C=C/C(=O)NNC(=O)c1cccc(Br)c1	6%	?	0%	-9%	3%	-1%	-15%	12%	3%
CC(=O)c1ccc(N2CCN(C(=O)C(=O)c3c(C)[nH]c4ccccc34)CC2)cc1	-26%	94%[activator]	-2%	4%	10%	-10%	-16%	4%	3%
Cc1n[nH]c(=S)n1/N=C/c1ccc(-c2ccc(Cl)cc2)o1	-9%	nt	nt	nt	nt	5%	-16%	13%	nt
Cn1nnc(NC(=S)NC(=O)Cc2ccccc2)n1	22µM*	2.8µM*	-3%	35µM*	0%	-17%	-7%	12%	?
CC(=O)c1ccc(N/C=C/C(=O)c2ccc(Br)cc2)cc1	1%	-12%	-6%	3%	17%	2%	-16%	22%	0%
Cc1ccc(C)c(NC(=O)C(C)n2c(=O)cc(C(F)(F)F)c3c(C)nn(C)c32)c1 (stereo not given)	-13%	0%[59 µM]	3%	0%	nt	-3%	-1%	22%	11%
COc1ccc(S(=O)(=O)N2CCCC(N(C)CCc3ccccc3)C2)cc1OC (stereo not given)	-9%	22%	1%	1%	24%	-2%	-4%	-22%	?
O=S(=O)(c1ccccc1)N1CCN(c2cccc(Cl)c2)CC1	10%	35%	-8%	11%	10%	-11%	-23%	39%[activator]	0%
Cc1ccc(C(=O)O)c(C(=O)Nc2nc3ccccc3s2)c1	8%	12%	2%	-4%	19%	-2%	-2%	-14%	18%
CCn1c(SCC(=O)Nc2ccc(OC)cc2)nc2c1c(=O)n(C)c(=O)n2C	-10%	19%	-4%	-4%	-11%	-9%	4%	111%[activator]	36%
O=C(CCn1c(=O)c2sccc2n(Cc2ccccc2F)c1=O)NCc1ccc2c(c1)OCO2	-14%	-5%[59 µM]	-5%	1%	nt	-17%	-17%	2%	0%
C=CCCCCCCCCC(=O)NNC1=CC(=O)CC(C)(C)C1	-14%	27%	-9%	-32%	-1%	-11%	?	4%	4%
CC1CCCC(NC(=O)COC(=O)c2cc(S(=O)(=O)N3CCCCC3)ccc2N2CCOCC2)C1C (stereo not given)	-11%	-27%[59 µM]	-8%	6%	16%	-2%	-25%	25%	-3%
CC(=O)Nc1ccc(C2Nc3cc(C)c(C)cc3NC3=C2C(=O)CC(C)(C)C3)cc1 (stereo not given)	-10%	36%[activator][59 µM]	-2%	-2%	35%	0%	-21%	27%	0%
Cc1cc2cc(CN(Cc3cccs3)S(=O)(=O)c3ccc4c(c3)OCCO4)c(=O)[nH]c2cc1C	-5%	-5%	-1%	3%	1%	6%	-8%	14%	0%
CCCC(c1nnnn1Cc1ccco1)N1CCN(C(=O)c2ccco2)CC1 (stereo not given)	8%	-6%[59 µM]	0%	-1%	-8%	7%	-11%	-17%	3%
CCN1CCN(Cc2ccc(NC(=O)c3ccc(C)c(NC(=O)c4cncc(-c5cccs5)c4)c3)cc2C(F)(F)F)CC1	?	nt	nt	nt	nt	4%	-22%	23%	nt
CN(c1ccccc1N(C)S(=O)(=O)c1ccccc1)S(=O)(=O)c1ccccc1	-15%	nt	nt	nt	nt	-1%	-19%	25%	nt
CN(NC(=O)c1cccc(Cl)c1)c1nc(-c2ccccc2)nnc1C(F)(F)F	13%	-4%[59 µM]	1%	-3%	-4%	-8%	-8%	?	8%
COc1ccccc1-c1noc(-c2ccccc2C(=O)Nc2ccccc2)n1	0%	-7%[59 µM]	-4%	2%	4%	-1%	-8%	16%	1%
COc1ccccc1NC(=O)CS(=O)(=O)c1cn(CC(=O)N2CCOCC2)c2ccccc12	-8%	-50%	2%	nt	0%	-6%	-2%	5%	10%
CCC(C)Nc1nc2c(c(=O)[nH]c(=O)n2C)n1CCCc1ccccc1 (stereo not given)	-31%	52%[activator][59 µM]	-5%	-26%	35%	-13%	-1%	26%	-5%
O=C(COc1ccc(-n2cnnn2)cc1)Nc1ccc(F)c(F)c1F	-12%	23%[12.7 µM]	nt	-4%	-3%	8%	-4%	29%	nt
C=C(C)c1cccc(C(C)(C)NC(=O)NCCCN2CCCC2=O)c1	-4%	-1%[59 µM]	-13%	1%	15%	-11%	-7%	29%	37%
Clc1ccc(CSc2ncccn2)cc1	61%[activator]	32%[59 µM]	-4%	38%	-3%	0%	-10%	?	-12%
O=C(CCN1C(=O)C2CC=C(Cl)CC2C1=O)NCc1ccco1 (stereo not given)	-26%	-9%[59 µM]	-2%	2%	2%	-3%	?	-9%	10%
Cc1cc(OC(=O)c2ccc(S(=O)(=O)N(C)C)cc2)c([N+](=O)[O-])c(=O)[nH]1	3%	?	-1%	?	0%	5%[60.1 µM]	-8%	19%	-2%
Cc1nc(Sc2nnnn2-c2ccccc2)c(C#N)c(C)c1C	-1%	?	-1%	0%	-1%	9%	-3%	20%	6%
S=C(Nc1ccc(Cl)c(Cl)c1)N1CCOCC1	-11%	-10%[59 µM]	-1%	8%	1%	1%	-22%	10%	-5%
Cc1[nH]n(-c2ccccc2)c(=O)c1C(c1cc(Cl)ccc1O)c1c(C)[nH]n(-c2ccccc2)c1=O	45µM*	?	-9%	?	nt	-9%	?	?	18%
COc1ccc(CN2C3CCC2CC(NC(=O)c2cc(OC)c(OC)c(OC)c2)C3)cc1 (stereo not given)	-8%	-10%	-3%	-27%	41%[activator]	-3%	-5%	7%	-1%
C=CCNC(=O)N1c2ccccc2Sc2ccccc21	-1%	3%	-3%	3%	32%	-16%	-1%	?	2%

A portion of the library, so the mix of outcomes need not match the whole.
